# Efflux pump mplx – blocks antifungal efflux pumps in multiplex yeast assay; S. cerevisiae Candida pump triplex, Nile Red efflux; inhibition, % at 10 µM; 0.44% of 330,000 active; AID 485275;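 active means plate passing quality check with inhibition over a set limit, or well fluorescence over plate mean plus 4 SD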;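 further: Nile Red retained in pooled yeast measured as flow cytometry median fluorescence; 0% = buffer negative control and 100% = Enniatin B positive control; higher means more Nile Red kept so more efflux inhibition; some compounds called inactive have numbers as strong as hits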
# PREPL inh – inhibits the human prolyl oligopeptidase-like enzyme. recombinant PREPL, fluorescence polarization activity-based probe. 0.68% of 320,000 active. inhibition, % at 5.96 µM. Q4J6C6; in the data active means inhibition above about 43%;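 further: 0% = enzyme with DMSO and 100% = wells lacking enzyme; many of its hits are not listed in these tables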
# GASC-1 inh – human JMJD2C demethylase inhibition; Q9H3R0; AID 2099; GST-JMJD2C(1-420) H3K9me3 demethylation, DELFIA europium; 0.069% of 330,000 active; inhibition, % at 2.35 µM;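 active means more than half of a compound's replicate wells show inhibition beyond 50%, single wells judged on their own value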;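 further: signal counts dimethyl H3K9 product captured on neutravidin plate; 0% = median of DMSO wells and 100% = 0.3 times that DMSO median; strong numbers were not always called active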
# Target sequence (Q9H3R0 1-420 limits assumed): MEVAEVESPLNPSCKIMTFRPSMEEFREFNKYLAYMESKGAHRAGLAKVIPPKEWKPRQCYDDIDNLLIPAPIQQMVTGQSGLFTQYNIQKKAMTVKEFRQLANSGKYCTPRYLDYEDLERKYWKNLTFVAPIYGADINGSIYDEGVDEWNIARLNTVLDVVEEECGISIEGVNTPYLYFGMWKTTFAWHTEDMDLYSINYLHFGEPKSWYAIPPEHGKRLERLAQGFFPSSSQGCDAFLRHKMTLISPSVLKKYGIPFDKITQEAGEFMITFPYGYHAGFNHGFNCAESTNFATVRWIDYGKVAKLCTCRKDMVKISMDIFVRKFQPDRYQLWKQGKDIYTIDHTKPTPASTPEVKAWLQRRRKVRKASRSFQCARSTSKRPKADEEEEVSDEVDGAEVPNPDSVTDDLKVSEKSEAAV
# * marks the source's active call; other numbers are inactive results; x = not tested or not shown.
Efflux pump mplx,PREPL inh,GASC-1 inh,smiles
0.3,13,x,CC(Sc1ncccn1)C(=O)NNC(=O)c1cccc(Cl)c1 (stereo not given)
0.2,20,x,CCCC(C)C1c2c(c(C)c(C)oc2=O)Oc2c(C)c(C)oc(=O)c21 (stereo not given)
-0.4,15,x,COC(=O)[C@H](Cc1ccc(O)cc1)NC(=O)Cn1cnc2c(SC)nc(N)nc21
-0.1,7,x,COc1cc(OC)cc(-c2c(-c3ccc(C(C)=O)cc3)c3cc(-c4cccc5[nH]ccc45)ccc3n2C)c1
-0.1,-16,x,CCOC(=O)[C@H]1[C@H]2COc3ccccc3[C@@H]2N2C(=O)CN(Cc3ccc(C)cc3)C(=O)[C@@]12C
0.3,42,x,C=CC[C@@H](Cc1ccc(F)cc1)C(=O)OC[C@H]1CCCN1C(=O)[C@@H](CC=C)CC(=O)N[C@@H](CO)Cc1ccccc1
-0.1,0,x,Cn1nnnc1Sc1ncnc2scc(-c3cccc(C(F)(F)F)c3)c12
-0.1,19,x,C=CC[C@H](CC(=O)N[C@H](CO)Cc1ccccc1)C(=O)N[C@@H](COC(=O)[C@H](CC=C)CC(=O)OC(C)(C)C)Cc1c[nH]c2ccccc12

# Remaining list, next part
Efflux pump mplx,PREPL inh,GASC-1 inh,smiles
-0.2,6,x,O=C(Nc1nccs1)c1nc[nH]c1C(=O)N1CCN(c2ccccc2)CC1
0.2,33,x,COc1cc(C#Cc2c(-c3cncn3C)n(C)c3ccc(-c4cnc(N5CCOCC5)nc4)cc23)cc(OC)c1
-0.2,0,x,COc1ccc(C(=O)OCC#CCSc2nnc(-c3cccc4ccccc34)o2)cc1
0.1,-10,x,O=c1c(O)c(-c2ccccc2)oc2cc(O)cc(O)c12
1.3,34,x,C[C@@H]1CN([C@H](C)CO)C(=O)c2cc(NS(=O)(=O)c3ccc(F)cc3)ccc2O[C@@H]1CN(C)Cc1ccc(Cl)c(Cl)c1
-0.1,17,x,CCN1C(=O)[C@H]2[C@@H](c3ccc(-c4cccc(Cl)c4)c(OC)c3)N3CCCC[C@@]3(C(=O)OC)[C@H]2C1=O
0.1,7,-10,O=C(COC(=O)CNC(=O)c1ccccc1)NCc1ccc2c(c1)OCO2
0.2,-12,22,COc1ccc(C(=O)OCC(=O)c2ccc3[nH]c(=O)[nH]c3c2)c(OC)c1OC

# (continued)
Efflux pump mplx,PREPL inh,GASC-1 inh,smiles
0.2,31,2,O=C(C[C@H]1C/C=C\CC[C@H](Cc2ccc(F)cc2)C(=O)OC[C@@H](Cc2c[nH]c3ccccc23)NC1=O)NCCO
-0.1,-3,2,O=C(CCC(=O)c1cccs1)NNC(=O)c1cc(Cl)ccc1Cl
0.1,23,-1,C[C@H](CO)N1C[C@H](C)[C@@H](CN(C)Cc2ccccc2)Oc2c(NS(=O)(=O)c3ccc(F)cc3)cccc2C1=O
0.1,2,2,CC1CC(C)CN(C(=O)COc2cccnc2[N+](=O)[O-])C1 (stereo not given)
0.6,23,4,CCN(CC)C(=O)[C@H]1CC(CC(=O)NCCC2=CCCCC2)C(=O)N2CCc3c([nH]c4ccccc34)[C@]12C (stereo not given in full)
-0.1,21,-75,CC(C)NC(=O)Nc1ccc2c(c1)C(=O)N([C@H](C)CO)C[C@H](C)[C@@H](CN(C)S(=O)(=O)c1cccs1)O2
-0.3,5,-1,COc1ccc(NS(=O)(=O)c2cc(NC(=O)[C@H](C)NC(N)=O)ccc2N2CCCC2)cc1
0.4,4,-3,COc1ccccc1C=NNC(=O)c1ccccc1OCCOc1ccccc1

# Next compounds follow:
Efflux pump mplx,PREPL inh,GASC-1 inh,smiles
-0.2,20,-2,Cc1ccc(NC(=O)Cc2ccsc2)cc1S(=O)(=O)N1CCOCC1
-0.1,21,7,Cc1ccc(S(=O)(=O)N2CCOCC2)cc1NC(=O)COC(=O)/C=C/c1ccco1
0.1,23,8,COc1ccc(NC(=O)N(C)C[C@H]2Oc3c(NC(=O)NC(C)C)cccc3C(=O)N([C@H](C)CO)C[C@@H]2C)cc1
0.1,-12,0,Cc1c(NC(=O)c2ccc(S(=O)(=O)Nc3ccccc3F)cc2)c(=O)n(-c2ccccc2)n1C
0.0,1,4,CC1CCC2(CC1)NC(=O)N(CC(=O)N1c3ccccc3CC1C)C2=O (stereo not given)
-0.1,2,4,CC(CCc1ccccc1)NC(=O)CCNC(=O)c1ccccc1Cl (stereo not given)
-0.1,12,-4,COc1ccc(CC(=O)Nc2ccc(S(=O)(=O)N3CCCC3)cc2)cc1OC
-0.2,26,-5,C=CC[C@@H](Cc1ccc(F)cc1)C(=O)OC[C@H]1CCCN1C(=O)[C@H](CC=C)CC(=O)NCCO

# Continuation.
Efflux pump mplx,PREPL inh,GASC-1 inh,smiles
-0.1,19,0,Cc1ccc(S(=O)(=O)N(C)c2ccc(OC(=O)c3cccs3)cc2)cc1
0.1,0,3,CCN(C(=O)COC(=O)c1cccnc1)c1cccc2ccccc12
-0.2,8,3,CC1CC1C(=O)OCC(=O)Nc1ccc(S(=O)(=O)N2CCOCC2)cc1 (stereo not given)
-0.3,-4,-5,O=C(CCCOC(=O)c1ccc(O)cc1)c1ccccc1
0.0,3,-1,COc1cc2nc(CN3CCN(S(=O)(=O)c4ccc(Br)cc4)CC3)[nH]c(=O)c2cc1OC
-0.1,8,6,CCOC(=O)C1CCCN(C(=O)COc2ccc(S(=O)(=O)N3CCOCC3)cc2)C1 (stereo not given)
-0.3,8,2,COc1ccccc1CNC(=O)CN1C(=O)NC(Cc2ccccc2)(c2ccccc2)C1=O (stereo not given)
-0.2,-1,2,O=C(COC(=O)/C=C/c1ccc([N+](=O)[O-])cc1)NCc1cccs1

# 4 records picked at random from those above, as already listed:
Efflux pump mplx,PREPL inh,GASC-1 inh,smiles
0.2,20,x,CCCC(C)C1c2c(c(C)c(C)oc2=O)Oc2c(C)c(C)oc(=O)c21 (stereo not given)
-0.1,8,6,CCOC(=O)C1CCCN(C(=O)COc2ccc(S(=O)(=O)N3CCOCC3)cc2)C1 (stereo not given)
-0.1,12,-4,COc1ccc(CC(=O)Nc2ccc(S(=O)(=O)N3CCCC3)cc2)cc1OC
-0.1,7,x,COc1cc(OC)cc(-c2c(-c3ccc(C(C)=O)cc3)c3cc(-c4cccc5[nH]ccc45)ccc3n2C)c1

# Further records.
Efflux pump mplx,PREPL inh,GASC-1 inh,smiles
-0.1,2,-1,O=C(CSc1ncccn1)Nc1cccc(S(=O)(=O)N2CCOCC2)c1
-0.1,5,1,COc1ccccc1-c1oc2ccccc2c1C#CC1(O)CCCCC1
0.1,3,-5,O=C(NNC(=O)c1cccc(C(F)(F)F)c1)c1ccc(-n2cnnn2)cc1
0.0,-6,-9,O=C(CN1C(=O)CNC1=O)Nc1cc(Cl)cc(Cl)c1
-0.1,-24,-7,COC(=O)C1=C(C)N(Cc2ccccc2)C(=NCc2cccc(Cl)c2)N[C@H]1c1ccccc1
-0.3,23,9,Cc1c(Cl)cccc1NC(=O)CNC(=O)C1CC(=O)N(C2CCCC2)C1 (stereo not given)
0.3,35,-3,C[C@H](CO)N1C[C@H](C)[C@@H](CN(C)Cc2ccc(Oc3ccccc3)cc2)Oc2c(NS(=O)(=O)c3cn(C)cn3)cccc2C1=O
0.3,15,11,CN(CC(=O)Nc1ccccc1C(F)(F)F)C(=O)CSc1nnc(-c2ccncc2)n1C

# The listing continues.
Efflux pump mplx,PREPL inh,GASC-1 inh,smiles
0.3,-10,-6,Cc1sc2ncnc(SCC(=O)Nc3cccc(S(N)(=O)=O)c3)c2c1C
0.1,-7,7,CC(C)C(NC(=O)c1c(F)cccc1F)C(=O)NNC(=O)c1ccccc1 (stereo not given)
-0.2,-2,2,C[C@H](CO)N1C[C@H](C)[C@@H](CN(C)S(=O)(=O)c2cn(C)cn2)Oc2ccc(NC(=O)Cn3cnnn3)cc2C1=O
-0.1,-18,-1,CC(C)N(Cc1ccccc1)C(=O)CN1c2cccc3cccc(c23)S1(=O)=O
-0.1,2,-16,CCCCNc1c(-c2ccc(OC)c(SC3CCCCC3)c2)nc2ccc(Cl)cn12
-0.1,19,1,CCCN(CC(=O)Nc1ccc(F)c(F)c1F)C(=O)c1ccc2c(c1)NC(=O)CS2
0.2,-11,-3,CC(=O)Nc1ccc(C(=O)OCC(=O)N(c2ccccc2)C2CCCCC2)cc1
-0.4,-4,0,Cc1noc(C)c1NC(=O)N(C)C[C@@H]1Oc2ccc(NS(=O)(=O)c3c(C)noc3C)cc2C(=O)N([C@H](C)CO)C[C@H]1C

# Complete entries, looked up by structure. Screens in order: Efflux pump mplx	PREPL inh	GASC-1 inh
# C[C@H](CO)N1C[C@H](C)[C@@H](CN(C)Cc2ccc(Oc3ccccc3)cc2)Oc2c(NS(=O)(=O)c3cn(C)cn3)cccc2C1=O reads 0.3	35	-3
# Cc1ccc(S(=O)(=O)N(C)c2ccc(OC(=O)c3cccs3)cc2)cc1 reads -0.1	19	0

# (continued)
Efflux pump mplx,PREPL inh,GASC-1 inh,smiles
-0.1,6,-7,COc1cc(OC)cc(C(=O)NC(C(=O)N2CCC2)C(C)C)c1 (stereo not given)
0.2,2,-3,COc1ccc(CC(=O)OCC(=O)c2ccc(F)cc2)cc1
-0.3,18,-13,Cc1ccc(C(=O)NNC(=O)c2cccc(S(=O)(=O)N3CCOCC3)c2)cc1
0.1,12,-72,COc1ccc(C2=NOC(Cn3nc(-c4ccccc4)cc3C(=O)NCc3ccco3)C2)cc1 (stereo not given)
0.2,-6,-16,C[C@H]1CN([C@@H](C)CO)C(=O)c2cccc(NC(=O)c3nc4ccccc4s3)c2O[C@H]1CN(C)C(=O)Nc1ccc(F)cc1
-0.5,3,6,CCCN1C(=O)C(=O)c2cc(C)ccc21
0.0,8,0,CC1CCCC(C)N1C(=O)COC(=O)CCC(=O)c1cccs1 (stereo not given)
0.0,6,1,O=C(Nc1cccc(S(=O)(=O)N2CCCCC2)c1)c1cncc(Br)c1

# The listing continues:
Efflux pump mplx,PREPL inh,GASC-1 inh,smiles
0.1,4,-6,C=CC(COCc1ccccc1)N([C@@H](Cc1ccccc1)C(=O)OC)S(=O)(=O)c1ccccc1Br (stereo not given in full)
-0.1,8,0,CC(C)C(=O)N1CCN(c2ccccc2NC(=O)c2ccc(Br)o2)CC1
0.2,5,19,CCN(C(=O)CSc1ccccn1)C1CCCCC1
-0.2,10,5,O=C(CN1c2cccc3cccc(c23)S1(=O)=O)NCCc1ccc(F)cc1
0.9,10,-2,Cc1cccc(C)c1NC(=O)COC(=O)/C=C/c1ccc(S(=O)(=O)N2CCOCC2)cc1
0.4,8,6,O=C(NC(=S)NCc1ccc(Cl)cc1)c1ccco1
0.5,11,4,C=CCC[C@H](Cc1ccc(F)cc1)C(=O)OC[C@@H](C)NC(=O)[C@H](CC=C)CC(=O)N(CCO)Cc1ccccc1
-0.3,10,11,O=C1CN(C(=O)COC(=O)[C@@H]2CC(O)CN2S(=O)(=O)c2ccc(Cl)cc2)c2ccccc2N1 (stereo not given in full)

# Three entries already listed, arranged by count of non-hydrogen atoms, descending:
Efflux pump mplx,PREPL inh,GASC-1 inh,smiles
0.1,4,-6,C=CC(COCc1ccccc1)N([C@@H](Cc1ccccc1)C(=O)OC)S(=O)(=O)c1ccccc1Br (stereo not given in full)
-0.2,10,5,O=C(CN1c2cccc3cccc(c23)S1(=O)=O)NCCc1ccc(F)cc1
0.2,5,19,CCN(C(=O)CSc1ccccn1)C1CCCCC1

# (list continues)
Efflux pump mplx,PREPL inh,GASC-1 inh,smiles
0.3,-1,-8,O=C(CSc1nnc(-c2ccncc2)o1)Nc1cccc(Cl)c1
-0.1,1,-4,O=C(NCc1ccccc1F)c1cccc(S(=O)(=O)N2CCCCC2)c1
-0.1,27,-4,CS(=O)(=O)c1ccc(C(=O)OCC(=O)NCc2cccs2)cc1[N+](=O)[O-]
-0.1,2,3,Cc1nn(C2CCS(=O)(=O)C2)c(C)c1CN(C)C(=O)c1ccc(S(=O)(=O)N(C)C)cc1 (stereo not given)
-0.2,10,1,O=S(=O)(/N=C(/Nc1nccs1)c1ccc(F)cc1)c1ccccc1
-0.1,5,6,CSc1ccccc1NC(=O)CN(C)C(=O)COc1ncnc2ccccc12
-0.1,1,4,CCc1nc2ccccc2n1CC(=O)NC1CCS(=O)(=O)C1 (stereo not given)
0.1,-8,5,CN(CC1COc2ccccc2O1)C(=O)Cn1cc(C(F)(F)F)ccc1=O (stereo not given)

# Further structures follow:
Efflux pump mplx,PREPL inh,GASC-1 inh,smiles
0.3,14,3,CC(=O)c1ccc(OC(C)C(=O)NCC2(N3CCOCC3)CCCCC2)cc1 (stereo not given)
-0.3,-1,0,Oc1ccccc1-c1ccn[nH]1
0.1,-9,7,Cc1ccc(S(=O)(=O)N2CCN(C(=O)CNC(=O)c3ccc(Cl)cc3)CC2)cc1
-0.5,17,5,COC(=O)c1ccc(NS(=O)(=O)c2ccc(S(=O)(=O)N3CCOCC3)cc2)cc1
-0.1,22,1,C#CCOCCOCCOCCNc1nc(N2CCN(C(=O)[C@H](CCCN=C(N)N)n3cc(C(N)[C@@H](C)CC)nn3)CC2)nc(N2CCN(C(=O)[C@H](CO)n3cc([C@@H](N)C(C)C)nn3)CC2)n1 (stereo not given in full)
-0.5,13,-2,Cc1ccc(C)c(NC(=O)CN(C)C(=O)c2cc(C3CC3)nn2-c2ccccc2)c1
0.0,11,10,Cc1cc(C(=O)OCC(=O)N(C)c2ccccc2)c2ccccc2n1
-0.4,9,0,C[C@H]1CN([C@@H](C)CO)C(=O)Cc2cc(NS(=O)(=O)c3cn(C)cn3)ccc2O[C@@H]1CN(C)C(=O)Nc1ccc(F)cc1
-0.1,4,7,CC(NC(=O)COC(=O)CCC(=O)c1ccc(F)cc1)c1ccccc1 (stereo not given)

# A portion of the library; the hit share may differ from the screen's.
